EBI2 block – antagonists of human EBI2 receptor; 0.81% of 360,000 active; EBI2 beta-arrestin recruitment, luminescence, 7a,25-OHC stimulated; inhibition, % at 5 µM; in the data active = inhibition above about 38%;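 note: enzyme fragment complementation signal reports receptor beta-arrestin coupling in cells; 0% = agonist plus DMSO wells and 100% = wells without agonist; some results beyond the cut were filed as inactive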
Target sequence (P32249 whole entry, looked up, the tested form may be a part): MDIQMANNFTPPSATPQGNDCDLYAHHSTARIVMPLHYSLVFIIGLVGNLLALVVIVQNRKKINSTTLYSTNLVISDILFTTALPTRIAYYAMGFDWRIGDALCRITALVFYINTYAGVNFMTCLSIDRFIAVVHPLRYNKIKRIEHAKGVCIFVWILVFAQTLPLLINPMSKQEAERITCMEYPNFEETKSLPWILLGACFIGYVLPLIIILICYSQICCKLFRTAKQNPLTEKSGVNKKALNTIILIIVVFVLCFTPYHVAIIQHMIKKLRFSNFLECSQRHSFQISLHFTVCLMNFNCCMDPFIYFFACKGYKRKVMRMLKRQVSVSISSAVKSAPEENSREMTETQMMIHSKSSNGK
697 NFkB inh – lowers PMA/ionomycin-induced NF-kB signal in 697 B cells; 697 B-cell NF-kB luciferase reporter, 16 h; 0.33% of 330,000 active; inhibition, % at 4 µM; in the data active = inhibition above about 35%
Jurkat NFkB inh – lowers PMA/ionomycin-induced NF-kB signal in Jurkat cells; PMA/ionomycin-induced NF-kB luciferase reporter, luminescence; inhibition, % at 4 µM; 0.53% of 330,000 active; in the data active = inhibition above about 50%
CXCR6 block – blocks human CXCR6 beta-arrestin recruitment. O00574. CHO-K1 PathHunter CXCR6 beta-arrestin, luminescence. inhibition, % at 20 µM. 0.36% of 360,000 active. AID 602244; in the data active = inhibition above about 34%, passing the limit was not always enough;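 note: antagonist mode with CXCL16 agonist at 10 nM final; 0% = 10 nM CXCL16 with DMSO and 100% = unstimulated wells without agonist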
Gli-Sufu block – blocks Gli-Sufu signaling in a luciferase reporter; Sufu-KO-LIGHT fibroblasts, Gli luciferase reporter luminescence; inhibition, % at 5 µM; 0.74% of 340,000 active; AID 588413;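 active = inhibition above about 55%, limit read from the data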;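 note: 0% = DMSO-treated cells and 100% = wells with medium but no cells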
APJ antag – APJ receptor antagonism. P35414. CHO-K1 APJ beta-arrestin complementation, luminescence. inhibition, % at 20 µM. 0.32% of 330,000 active. AID 2521;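 active = inhibition above about 40% at 20 µM, limit read from the data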;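 note: cells challenged with 10 nM apelin-13 agonist together with compound; plate controls were apelin-13 plus DMSO wells for no effect and DMSO wells lacking apelin-13 for full effect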
UBC13 polyUb – inhibitors of human UBC13 polyubiquitin chain formation; P61088; TR-FRET; inhibition, % at 20 µM; 0.47% of 330,000 active; in the data active = inhibition above about 45%, passing the limit was not always enough
Target sequence (P61088 whole entry, looked up): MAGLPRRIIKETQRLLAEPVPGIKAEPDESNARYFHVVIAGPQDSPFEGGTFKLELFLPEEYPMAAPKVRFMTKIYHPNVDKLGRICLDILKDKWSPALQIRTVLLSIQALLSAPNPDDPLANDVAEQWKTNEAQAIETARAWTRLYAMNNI
CCR6 antag – CCR6 (human) receptor antagonism; inhibition, % at 20 µM; 0.49% of 340,000 active; CHO-K1 CCR6 PathHunter beta-arrestin, luminescence, CCL20-stimulated;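 active = compounds whose inhibition of the agonist-driven luminescence signal at 20 µM reaches about 50%, limit read from the data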;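 note: cells stimulated with CCL20 at 14 nM final; plate controls were DMSO with CCL20 for no effect and DMSO without agonist for full effect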
Target sequence (P51684 whole entry, looked up): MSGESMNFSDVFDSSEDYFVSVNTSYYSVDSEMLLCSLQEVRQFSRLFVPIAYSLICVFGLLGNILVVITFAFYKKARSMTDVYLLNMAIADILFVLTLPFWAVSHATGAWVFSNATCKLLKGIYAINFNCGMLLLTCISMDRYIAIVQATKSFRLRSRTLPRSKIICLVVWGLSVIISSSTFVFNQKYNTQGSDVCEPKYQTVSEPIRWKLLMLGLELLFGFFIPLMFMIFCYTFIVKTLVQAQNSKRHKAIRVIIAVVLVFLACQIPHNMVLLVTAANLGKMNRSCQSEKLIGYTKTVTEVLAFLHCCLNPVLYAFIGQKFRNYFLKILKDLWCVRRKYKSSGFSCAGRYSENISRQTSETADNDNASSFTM
Starred values were filed as active, the others as inactive.

How did Cc1ccc(Nc2nnc(SCc3nc4ccccc4c(=O)[nH]3)s2)cc1 do in these assays?
EBI2 block: 17; 697 NFkB inh: 21; Jurkat NFkB inh: -6; CXCR6 block: -2; Gli-Sufu block: 3; APJ antag: 13; UBC13 polyUb: 12; CCR6 antag: 4

How did CN(C)CCCn1c2c3ccccc3ccc2c2oc(=O)c3ccccc3c21 do in these assays?
EBI2 block: 11; CXCR6 block: 6; Gli-Sufu block: 6; CCR6 antag: 15

How did CCOc1ccc(N(CC(=O)N2CCCCCC2)S(=O)(=O)c2ccc(C)cc2)cc1 do in these assays?
EBI2 block: 5; 697 NFkB inh: 10; Jurkat NFkB inh: -11; CXCR6 block: 5; Gli-Sufu block: -18; APJ antag: 5; UBC13 polyUb: -5; CCR6 antag: 13

Results for Cc1cccc(NS(=O)(=O)c2cccc(C(=O)N3CCCCCC3)c2)c1 ?
EBI2 block: 2; 697 NFkB inh: -13; Jurkat NFkB inh: -2; CXCR6 block: -12; Gli-Sufu block: -5; APJ antag: -2; UBC13 polyUb: -1; CCR6 antag: -6

What do the screens show for `COc1ccc(CCC(=O)N(C)CC(=O)Nc2cc(C)ccc2C)cc1`?
EBI2 block: 5; 697 NFkB inh: 7; Jurkat NFkB inh: 6; CXCR6 block: -11; Gli-Sufu block: -9; APJ antag: 7; UBC13 polyUb: -5; CCR6 antag: -1

Results for COc1ccc(/C=N/NC(=O)C(N)=O)c(OC)c1OC ?
EBI2 block: -5; 697 NFkB inh: -1; Jurkat NFkB inh: 5; CXCR6 block: -14; Gli-Sufu block: -1; APJ antag: -16; UBC13 polyUb: 8; CCR6 antag: -6

Results for CCOC(=O)CS(=O)(=O)c1ccccc1 ?
EBI2 block: -8; 697 NFkB inh: -2; Jurkat NFkB inh: 3; CXCR6 block: -2; Gli-Sufu block: 5; APJ antag: 10; UBC13 polyUb: -7; CCR6 antag: -10

How did COc1nc(-c2ccc(Cl)cc2Cl)nc2ccccc12 do in these assays?
EBI2 block: 5; 697 NFkB inh: 3; Jurkat NFkB inh: -4; CXCR6 block: -2; Gli-Sufu block: -7; APJ antag: 0; UBC13 polyUb: 5; CCR6 antag: 20

How did COc1ccc2c(c1)C(C)CC(C)(C)N2C(=O)NC1CCCCC1 (stereo unspecified) do in these assays?
EBI2 block: -6; 697 NFkB inh: -15; Jurkat NFkB inh: 11; CXCR6 block: 0; Gli-Sufu block: -13; APJ antag: 14; UBC13 polyUb: -1; CCR6 antag: 13

What do the screens show for `Cn1nnnc1SCC(=O)Nc1cccc(S(=O)(=O)N2CCCCC2)c1`?
EBI2 block: -16; 697 NFkB inh: -19; Jurkat NFkB inh: -13; CXCR6 block: -11; Gli-Sufu block: -4; APJ antag: 4; UBC13 polyUb: -6; CCR6 antag: 13

How did Cc1cccn2c(=O)c3cc(C(=O)NCC4CCCO4)c(=N)n(C4CCCC4)c3nc12 (stereo unspecified) do in these assays?
EBI2 block: 3; 697 NFkB inh: 16; Jurkat NFkB inh: -11; CXCR6 block: 9; Gli-Sufu block: 22; APJ antag: 5; UBC13 polyUb: 7; CCR6 antag: 15

Results for O=C(c1ccc(-n2cccn2)cc1)N1CCc2c([nH]c3ccccc23)C1c1ccccn1 (stereo unspecified) ?
EBI2 block: 3; 697 NFkB inh: 2; Jurkat NFkB inh: 1; CXCR6 block: -13; Gli-Sufu block: 1; APJ antag: 0; UBC13 polyUb: -5; CCR6 antag: 4

How did CCc1sc(C(=O)Nc2ccc(N3CCOCC3)cc2)cc1C do in these assays?
EBI2 block: 2; 697 NFkB inh: -32; Jurkat NFkB inh: -35; CXCR6 block: -2; Gli-Sufu block: -2; APJ antag: 14; UBC13 polyUb: -14; CCR6 antag: 6

What do the screens show for `O=C(c1ccc(Cl)c(S(=O)(=O)NCc2ccccc2)c1)N1CCN(c2ccccn2)CC1`?
EBI2 block: 9; 697 NFkB inh: 7; Jurkat NFkB inh: 13; CXCR6 block: -5; Gli-Sufu block: 10; APJ antag: 6; UBC13 polyUb: 9; CCR6 antag: 8

Results for CC(=O)Nc1nc2cc3c(cc2s1)OCO3 ?
EBI2 block: 1; 697 NFkB inh: -65; Jurkat NFkB inh: -56; CXCR6 block: -2; Gli-Sufu block: -58; APJ antag: 7; UBC13 polyUb: 5; CCR6 antag: 8

As a working copy, four of the compounds above:
What do the screens show for `COc1ccc(CCC(=O)N(C)CC(=O)Nc2cc(C)ccc2C)cc1`?
EBI2 block: 5; 697 NFkB inh: 7; Jurkat NFkB inh: 6; CXCR6 block: -11; Gli-Sufu block: -9; APJ antag: 7; UBC13 polyUb: -5; CCR6 antag: -1

Results for COc1ccc(/C=N/NC(=O)C(N)=O)c(OC)c1OC ?
EBI2 block: -5; 697 NFkB inh: -1; Jurkat NFkB inh: 5; CXCR6 block: -14; Gli-Sufu block: -1; APJ antag: -16; UBC13 polyUb: 8; CCR6 antag: -6

Results for CCOC(=O)CS(=O)(=O)c1ccccc1 ?
EBI2 block: -8; 697 NFkB inh: -2; Jurkat NFkB inh: 3; CXCR6 block: -2; Gli-Sufu block: 5; APJ antag: 10; UBC13 polyUb: -7; CCR6 antag: -10

How did COc1nc(-c2ccc(Cl)cc2Cl)nc2ccccc12 do in these assays?
EBI2 block: 5; 697 NFkB inh: 3; Jurkat NFkB inh: -4; CXCR6 block: -2; Gli-Sufu block: -7; APJ antag: 0; UBC13 polyUb: 5; CCR6 antag: 20

The listing picks up; the three compounds before the break are reprinted first.
How did CCc1sc(C(=O)Nc2ccc(N3CCOCC3)cc2)cc1C do in these assays?
EBI2 block: 2; 697 NFkB inh: -32; Jurkat NFkB inh: -35; CXCR6 block: -2; Gli-Sufu block: -2; APJ antag: 14; UBC13 polyUb: -14; CCR6 antag: 6

What do the screens show for `O=C(c1ccc(Cl)c(S(=O)(=O)NCc2ccccc2)c1)N1CCN(c2ccccn2)CC1`?
EBI2 block: 9; 697 NFkB inh: 7; Jurkat NFkB inh: 13; CXCR6 block: -5; Gli-Sufu block: 10; APJ antag: 6; UBC13 polyUb: 9; CCR6 antag: 8

Results for CC(=O)Nc1nc2cc3c(cc2s1)OCO3 ?
EBI2 block: 1; 697 NFkB inh: -65; Jurkat NFkB inh: -56; CXCR6 block: -2; Gli-Sufu block: -58; APJ antag: 7; UBC13 polyUb: 5; CCR6 antag: 8

How did CC(=O)Nc1ccc(NC(=O)C(C)OC(=O)c2ccc(OCc3c(C)noc3C)cc2)cc1 (stereo unspecified) do in these assays?
EBI2 block: -6; 697 NFkB inh: 24; Jurkat NFkB inh: -10; CXCR6 block: 8; Gli-Sufu block: 2; APJ antag: -28; UBC13 polyUb: 11; CCR6 antag: -3

Results for NC(=S)Nc1cc(Cl)ccc1Cl ?
EBI2 block: -1; 697 NFkB inh: 1; Jurkat NFkB inh: 8; CXCR6 block: 5; Gli-Sufu block: -8; APJ antag: 16; UBC13 polyUb: -3; CCR6 antag: 15

What do the screens show for `O=C(NCCn1cc(SCc2ccc(F)cc2)c2ccccc21)c1ccccc1F`?
EBI2 block: 14; 697 NFkB inh: -9; Jurkat NFkB inh: 16; CXCR6 block: -3; Gli-Sufu block: 7; APJ antag: -10; UBC13 polyUb: 6; CCR6 antag: 8

Results for CC(=O)OC1C2CCC1C([N+]1(C)CCCCC1)CC2 (stereo unspecified) ?
EBI2 block: -1; 697 NFkB inh: 18; Jurkat NFkB inh: 9; CXCR6 block: -5; Gli-Sufu block: -18; APJ antag: 0; UBC13 polyUb: 13; CCR6 antag: 11

What do the screens show for `C=CCn1c(COc2ccc(Cl)cc2)nnc1SCC(=O)N/N=C/c1cccc(O)c1`?
EBI2 block: 2; 697 NFkB inh: 19; Jurkat NFkB inh: -4; CXCR6 block: -20; Gli-Sufu block: 1; APJ antag: 17; UBC13 polyUb: 3; CCR6 antag: 3

What do the screens show for `Cc1ccc(N(CC(=O)Nc2cc(C)cc(C)c2)S(=O)(=O)c2c(C)noc2C)cc1`?
EBI2 block: 34; 697 NFkB inh: -30; Jurkat NFkB inh: 11; CXCR6 block: -11; Gli-Sufu block: 68*; APJ antag: 9; UBC13 polyUb: -21; CCR6 antag: 9

Results for COCC(C)N1C(=O)Cc2c1nc(N)c1c(N)nc(N3CCN(c4ccccc4F)CC3)c(C#N)c21 (stereo unspecified) ?
EBI2 block: 10; 697 NFkB inh: 1; Jurkat NFkB inh: 21; CXCR6 block: 3; Gli-Sufu block: 14; APJ antag: -54; UBC13 polyUb: -74; CCR6 antag: -11

Results for COc1ccc(C(=O)Nn2cnnc2)c(OC)c1 ?
EBI2 block: -6; 697 NFkB inh: -5; Jurkat NFkB inh: 9; CXCR6 block: -1; Gli-Sufu block: 8; APJ antag: 6; UBC13 polyUb: 7; CCR6 antag: -1

What do the screens show for `CC(=O)Nc1ccc(S(=O)(=O)N2CCN=C2SCc2ccc(C)cc2)cc1`?
EBI2 block: 1; 697 NFkB inh: -75; Jurkat NFkB inh: -26; CXCR6 block: -5; Gli-Sufu block: 0; APJ antag: -42; UBC13 polyUb: -2; CCR6 antag: 10

How did O=C(/C=C/c1cccc(Cl)c1)NCCCN1CCOCC1 do in these assays?
EBI2 block: -12; 697 NFkB inh: -2; Jurkat NFkB inh: 9; CXCR6 block: 5; Gli-Sufu block: 3; APJ antag: 1; UBC13 polyUb: -8; CCR6 antag: -10

What do the screens show for `Nc1nc(-c2ccccc2)[nH]c(=O)c1N=O`?
EBI2 block: 2; 697 NFkB inh: -8; Jurkat NFkB inh: -5; CXCR6 block: -7; Gli-Sufu block: -3; APJ antag: -13; UBC13 polyUb: -18; CCR6 antag: 2

Results for CNC(=O)CN1C(=O)c2cccc3cccc1c23 ?
EBI2 block: -13; 697 NFkB inh: 12; Jurkat NFkB inh: 11; CXCR6 block: -9; Gli-Sufu block: 8; APJ antag: -5; UBC13 polyUb: 9; CCR6 antag: -3

What do the screens show for `CC(C)N1C(=O)CCC1C(=O)N1CCN(c2ccc(F)cc2)CC1` (stereo unspecified)?
EBI2 block: -13; 697 NFkB inh: 10; Jurkat NFkB inh: 0; CXCR6 block: 1; Gli-Sufu block: -6; APJ antag: 2; UBC13 polyUb: 16; CCR6 antag: 14

Results for COc1ccc(N(C)S(=O)(=O)c2ccc(C)cc2)c([N+](=O)[O-])c1 ?
EBI2 block: -7; 697 NFkB inh: 11; Jurkat NFkB inh: -4; CXCR6 block: 12; Gli-Sufu block: 15; APJ antag: -3; UBC13 polyUb: 4; CCR6 antag: 15

How did COc1ccc(-c2[nH]ncc2CN(C)CC2CCCCO2)cc1F (stereo unspecified) do in these assays?
EBI2 block: 0; 697 NFkB inh: 5; Jurkat NFkB inh: -1; CXCR6 block: -9; Gli-Sufu block: 12; APJ antag: 2; UBC13 polyUb: -1; CCR6 antag: 15

How did O=S(=O)(c1ccc2ccccc2c1)N1CCc2ccccc21 do in these assays?
EBI2 block: 17; 697 NFkB inh: -17; Jurkat NFkB inh: 12; CXCR6 block: 3; Gli-Sufu block: 10; APJ antag: -10; UBC13 polyUb: -3; CCR6 antag: 12

How did Cc1nc2ccccc2c(=O)n1NC(=O)CCC(=O)O do in these assays?
EBI2 block: -4; 697 NFkB inh: -36; Jurkat NFkB inh: -40; CXCR6 block: 7; Gli-Sufu block: 0; APJ antag: -7; UBC13 polyUb: -7; CCR6 antag: 5

Results for CCc1ccc(CN2CCCC(C(=O)N3CCCCC3)C2)cc1 (stereo unspecified) ?
EBI2 block: -9; 697 NFkB inh: 2; Jurkat NFkB inh: 19; CXCR6 block: 6; Gli-Sufu block: 17; APJ antag: 10; UBC13 polyUb: 2; CCR6 antag: 14

How did CCOc1ccc(NC(=O)CSc2nnc(C3CC3)n2C2CC2)cc1 do in these assays?
EBI2 block: -10; 697 NFkB inh: 5; Jurkat NFkB inh: -9; CXCR6 block: -10; Gli-Sufu block: 7; APJ antag: 14; UBC13 polyUb: 8; CCR6 antag: -2

How did CC(=O)N/N=C(\C)CCc1ccccc1 do in these assays?
EBI2 block: -27; 697 NFkB inh: 12; Jurkat NFkB inh: 3; CXCR6 block: -12; Gli-Sufu block: 2; APJ antag: 1; UBC13 polyUb: 8; CCR6 antag: 2
